# Screening data (PubChem BioAssay)
# TcdB inh – inhibitors of Clostridioides difficile toxin B glycohydrolase. inhibition, % at 9.99 µM. TcdB glycohydrolase enzymatic assay, plate reader. 350,000 compounds, 0.24% hits. AID 652162. P18177; in the data active = inhibition above about 10%
# Numbers without * were called inactive.
Molecule	TcdB inh
C[C@@H]1CCCCO[C@H](CN(C)C(=O)Nc2ccc3c(c2)OCO3)[C@@H](C)CN([C@@H](C)CO)C(=O)c2cc(NC(=O)c3ccccc3)ccc2O1	-0.6
C[C@@H]1CCCCO[C@@H](CN(C)Cc2ccc(C(=O)O)cc2)[C@H](C)CN([C@@H](C)CO)C(=O)c2cc(NS(=O)(=O)c3ccc(Cl)cc3)ccc2O1	-0.4
C[C@@H]1CCCCO[C@H](CN(C)CC2CCCCC2)[C@H](C)CN([C@@H](C)CO)C(=O)c2cc(NS(=O)(=O)c3ccc(F)cc3)ccc2O1	0.1
CO[C@@H]1CN(C)C(=O)c2ccc(NC(=O)Nc3ccc4c(c3)OCO4)cc2OC[C@H](C)NC[C@H]1C	-0.7
CC(C)C#Cc1ccc2c(c1)O[C@@H](CN(C)S(C)(=O)=O)[C@@H](C)CN([C@@H](C)CO)S2(=O)=O	-0.3
CCC(=O)Nc1ccc2c(c1)OC[C@@H](C)N(Cc1ccncc1)C[C@@H](C)[C@@H](OC)CN(C)C2=O	-17
C[C@@H]1CN([C@@H](C)CO)C(=O)Cc2cc(NS(=O)(=O)c3ccc(Cl)cc3)ccc2O[C@H]1CN(C)C(=O)Nc1ccccc1	-1.6
C[C@H]1CCCCO[C@H](CN(C)Cc2ccc(Cl)c(Cl)c2)[C@@H](C)CN([C@@H](C)CO)C(=O)c2cc(NS(=O)(=O)c3ccc(F)cc3)ccc2O1	0.3
O=C(N[C@H]1CC[C@@H](CCNC(=O)C2CCC2)O[C@H]1CO)c1ccncc1	-0.1
C[C@H]1CN([C@@H](C)CO)C(=O)c2cccc(NS(=O)(=O)c3ccccc3)c2O[C@H]1CN(C)Cc1ccc(-c2ccccc2)cc1	-5.4
C[C@H](CO)N1C[C@H](C)[C@H](CN(C)S(=O)(=O)c2ccccc2)Oc2ncc(C#Cc3cccc(F)c3)cc2C1=O	0.5
CN1C(=O)c2cc(NC(=O)c3cccc(F)c3)ccc2OC[C@@H]2O[C@H](CC(=O)N3CCc4ccccc4C3)CC[C@@H]21	-0.2
C[C@@H]1CCCCO[C@H](CN(C)S(=O)(=O)c2ccccc2)[C@H](C)CN([C@H](C)CO)C(=O)c2cc(N(C)C)ccc2O1	-25
COc1ccc(S(=O)(=O)N(C)C[C@H]2OCCCC[C@H](C)Oc3ccc(NS(=O)(=O)c4ccc(Cl)cc4)cc3C(=O)N([C@H](C)CO)C[C@H]2C)cc1	-0.9
COc1ccccc1-c1ccc([C@H]2[C@@H](CO)N3CCCCN(C(=O)c4cccnc4)C[C@H]23)cc1	0.9
C[C@@H]1CN([C@H](C)CO)C(=O)Cc2cc(NC(=O)c3ccncc3)ccc2O[C@H]1CN(C)S(=O)(=O)c1cccs1	-0.6
C[C@@H]1CCCCO[C@@H](CN(C)Cc2ccc3c(c2)OCO3)[C@@H](C)CN([C@H](C)CO)C(=O)c2cc(NC(=O)Nc3ccccc3)ccc2O1	0.6
C[C@H]1CN([C@@H](C)CO)C(=O)c2cccc(NC(=O)c3cnccn3)c2O[C@H]1CN(C)S(C)(=O)=O	0.7
O=C(c1cccc(F)c1)N1CCCCN2[C@H](C1)[C@H](c1ccc(C#CC3(O)CCCC3)cc1)[C@@H]2CO	0.6
C[C@H]1CN([C@@H](C)CO)C(=O)c2c(c3ccccc3n2C)-c2ccccc2CO[C@H]1CN(C)Cc1cccc(C(=O)O)c1	-0.1
C[C@@H]1CN([C@H](C)CO)C(=O)Cc2cc(N(C)C)ccc2O[C@H]1CN(C)C(=O)Nc1ccc(C(F)(F)F)cc1	-6.8
CN(C)CC(=O)N1[C@@H](CO)[C@@H](c2ccccc2)C12CN(C(=O)c1cccc(F)c1)C2	0.5
O=C(NC[C@H]1CC[C@@H]2[C@@H](CN2C(=O)Cc2ccncc2)O1)C1CCOCC1	-0.8
COc1ccc(CN(C)C[C@H]2Oc3ccc(NC(=O)Nc4cccc5ccccc45)cc3CC(=O)N([C@H](C)CO)C[C@H]2C)cc1	-0.2

# Looked up above:
# COc1ccc(S(=O)(=O)N(C)C[C@H]2OCCCC[C@H](C)Oc3ccc(NS(=O)(=O)c4ccc(Cl)cc4)cc3C(=O)N([C@H](C)CO)C[C@H]2C)cc1 @ TcdB inh = -0.9
# C[C@@H]1CCCCO[C@@H](CN(C)Cc2ccc3c(c2)OCO3)[C@@H](C)CN([C@H](C)CO)C(=O)c2cc(NC(=O)Nc3ccccc3)ccc2O1 @ TcdB inh = 0.6
# C[C@@H]1CCCCO[C@H](CN(C)S(=O)(=O)c2ccccc2)[C@H](C)CN([C@H](C)CO)C(=O)c2cc(N(C)C)ccc2O1 @ TcdB inh = -25
# COc1ccccc1-c1ccc([C@H]2[C@@H](CO)N3CCCCN(C(=O)c4cccnc4)C[C@H]23)cc1 @ TcdB inh = 0.9
# C[C@@H]1CN([C@H](C)CO)C(=O)Cc2cc(NC(=O)c3ccncc3)ccc2O[C@H]1CN(C)S(=O)(=O)c1cccs1 @ TcdB inh = -0.6
# COc1ccc(CN(C)C[C@H]2Oc3ccc(NC(=O)Nc4cccc5ccccc45)cc3CC(=O)N([C@H](C)CO)C[C@H]2C)cc1 @ TcdB inh = -0.2

# The listing picks up, starting 2 compounds before the break.
Molecule	TcdB inh
O=C(NC[C@H]1CC[C@@H]2[C@@H](CN2C(=O)Cc2ccncc2)O1)C1CCOCC1	-0.8
COc1ccc(CN(C)C[C@H]2Oc3ccc(NC(=O)Nc4cccc5ccccc45)cc3CC(=O)N([C@H](C)CO)C[C@H]2C)cc1	-0.2
Cc1ccc(S(=O)(=O)Nc2ccc3c(c2)C(=O)N(C)[C@@H]2CC[C@H](CC(=O)NCCc4ccncc4)O[C@@H]2CO3)cc1	-0.3
C[C@H]1CN([C@@H](C)CO)C(=O)c2cccc(NC(=O)Nc3cccc4ccccc34)c2O[C@@H]1CN(C)C(=O)Nc1ccccc1	-14
Cc1noc(C)c1S(=O)(=O)Nc1ccc2c(c1)CC(=O)N([C@H](C)CO)C[C@@H](C)[C@H](CN(C)C(=O)Nc1ccc(C(F)(F)F)cc1)O2	1.5
C[C@@H]1CCCCO[C@@H](CN(C)C(=O)Nc2ccc3c(c2)OCO3)[C@H](C)CN([C@@H](C)CO)C(=O)c2cc(NC(=O)CCCN(C)C)ccc2O1	1.7
CN1C(=O)c2cc(NS(=O)(=O)c3cccc(F)c3)ccc2OC[C@H]2O[C@@H](CC(=O)NCCN3CCCCC3)CC[C@@H]21	0.7
C[C@H]1CCCCO[C@@H](CN(C)C(=O)C2CCCCC2)[C@@H](C)CN([C@@H](C)CO)C(=O)c2cc(NS(=O)(=O)c3cn(C)cn3)ccc2O1	-0.6
C[C@@H]1CCCCO[C@@H](CN(C)Cc2ccc(C(=O)O)cc2)[C@@H](C)CN([C@@H](C)CO)C(=O)c2cc(NS(=O)(=O)c3cccs3)ccc2O1	-1.6
C[C@@H]1CN([C@H](C)CO)C(=O)c2cc(NC(=O)Cn3cnnn3)ccc2O[C@@H]1CN(C)S(C)(=O)=O	1.3
CCCC(=O)Nc1ccc2c(c1)C(=O)N(C)C[C@@H](OC)[C@H](C)CN(C(=O)Cc1cccnc1)[C@H](C)CO2	-1.2
CC(C)NC(=O)N(C)C[C@@H]1Oc2ccc(NC(=O)C3CCCCC3)cc2CC(=O)N([C@H](C)CO)C[C@H]1C	-0.4
COC(=O)[C@H]1[C@H](CO)[C@H]2Cn3c(ccc(-c4ccccc4OC)c3=O)[C@H]2N1CC1CCCCC1	0.8
O=C(C1CC1)N1CC2(C1)[C@@H](c1ccccc1)[C@@H](CO)N2C(=O)c1cccnc1	-19
CCCNC(=O)[C@@H]1[C@@H](CO)[C@@H]2Cn3c(ccc(C4=CCCC4)c3=O)[C@H]1N2C(=O)CC	0.3
CCC(=O)Nc1ccc2c(c1)OC[C@H](C)N(C(=O)C1CCC1)C[C@@H](C)[C@@H](OC)CN(C)C2=O	-0.5
O=C(c1ccccn1)N1C[C@H]2[C@@H](c3ccccc31)[C@H](CO)N2C(=O)Nc1ccccc1	1.7
CC(C)NC(=O)N(C)C[C@@H]1Oc2ccc(NC(=O)CCN3CCOCC3)cc2CC(=O)N([C@@H](C)CO)C[C@H]1C	-0.2
C/C=C/c1ccc2c(c1)O[C@@H](CN(C)C(=O)Cc1ccccn1)[C@@H](C)CN([C@@H](C)CO)S2(=O)=O	-0.2
Cc1noc(C)c1NC(=O)Nc1cccc2c1O[C@@H](CN(C)S(=O)(=O)c1cccs1)[C@@H](C)CN([C@@H](C)CO)C2=O	0.7
CO[C@@H]1CC[C@H]2CCOc3ccc(C#N)cc3C(=O)N(C)C[C@@H](OC)[C@H](C)C(=O)N(C)C[C@@H]1O2	-1.7
COc1ccc(S(=O)(=O)N(C)C[C@H]2Oc3ccc(NC(=O)Nc4c(C)noc4C)cc3CC(=O)N([C@H](C)CO)C[C@H]2C)cc1	1.1
CN(C)CC(=O)N1[C@@H]2c3ccc(-c4cccnc4)c(=O)n3C[C@H]1[C@H](CO)[C@H]2C(=O)NC1CCC1	0.7
C[C@H](CO)N1C[C@H](C)[C@@H](CN(C)C(=O)CN2CCOCC2)Oc2ncc(C3=CCCC3)cc2C1=O	1.2
CC(=O)N1[C@@H](CO)[C@@H](c2ccccc2)C12CN(Cc1nccs1)C2	0.3
O=C(Nc1cccc(Cl)c1)N[C@@H]1CC[C@H](CCNC(=O)C2CCC2)O[C@@H]1CO	-5.8
C[C@@H]1CN([C@H](C)CO)C(=O)Cc2cc(NC(=O)Cn3cnnn3)ccc2O[C@@H]1CN(C)S(=O)(=O)c1ccc(F)cc1	0.2
C[C@@H]1CN([C@@H](C)CO)C(=O)c2cc(NC(=O)Cc3ccccc3)ccc2O[C@@H]1CN(C)C(=O)Nc1ccccc1	0.5
Cc1ccc(S(=O)(=O)Nc2ccc3c(c2)CC(=O)N([C@H](C)CO)C[C@@H](C)[C@@H](CN(C)Cc2ccc4c(c2)OCO4)O3)cc1	-0.1
O=C(C[C@@H]1C[C@H]2c3cc(NC(=O)NC4CCCC4)ccc3O[C@H]2[C@H](CO)O1)NCc1ccccn1	0.9
C[C@H]1CCCCO[C@H](CN(C)S(=O)(=O)c2cn(C)cn2)[C@@H](C)CN([C@@H](C)CO)C(=O)c2cc(NS(=O)(=O)c3cccs3)ccc2O1	0.6
COc1ccc2c3c([nH]c2c1)[C@H](CO)N(C(=O)C1CCOCC1)CC31CN(C(=O)NC(C)C)C1	-1.5
O=C1N(Cc2ccccc2)Cc2ccccc2[C@@H]2OC(c3ccc(OCCCO)cc3)=N[C@]12CCS(=O)(=O)c1ccccc1	0.4
C[C@@H]1CN([C@H](C)CO)C(=O)c2cc(NS(=O)(=O)c3cn(C)cn3)ccc2O[C@@H]1CN(C)S(=O)(=O)c1ccccc1	-0.2
COc1cccc(NC(=O)N2CC(=O)N3[C@H](CO)[C@H](c4ccc(C5=CCCC5)cc4)[C@@H]3C2)c1	-0.1
C[C@@H]1CN([C@H](C)CO)S(=O)(=O)c2ccc(C3=CCCC3)cc2O[C@H]1CN(C)CC1CCCC1	0.1
CC(=O)N1[C@@H]2c3ccc(C4=CCCC4)c(=O)n3C[C@H]1[C@H](CO)[C@H]2C(=O)N[C@H](C)c1ccccc1	0.0
COC(=O)[C@@H]1[C@@H](CO)[C@@H]2Cn3c(ccc(C4=CCCC4)c3=O)[C@H]1N2C(=O)CC1CC1	0.2
CO[C@H]1CN(C)C(=O)c2ccc(NS(C)(=O)=O)cc2OC[C@@H](C)N(Cc2cncnc2)C[C@@H]1C	-0.4
C/C=C/c1ccc([C@H]2[C@@H](CO)N3CCCCN(C)C[C@H]23)cc1	-0.1
Cc1ccc(S(=O)(=O)N(C)C[C@H]2OCCCC[C@H](C)Oc3ccc(NS(=O)(=O)c4ccc(F)cc4)cc3C(=O)N([C@@H](C)CO)C[C@@H]2C)cc1	-0.3
CCC(=O)N1[C@H](CN(C)C(C)=O)[C@H](c2ccc(C3=CCCCC3)cc2)[C@@H]1CO	-0.1
CCNC(=O)C[C@H]1C=C[C@H](NC(=O)C2CC2)[C@H](CO)O1	-1.3
C[C@@H]1CN([C@@H](C)CO)C(=O)c2cc(/C=C/c3ccccc3)cnc2O[C@@H]1CN(C)C(=O)CN1CCOCC1	1.1
Cn1cnc(S(=O)(=O)N[C@@H]2C=C[C@H](CC(=O)Nc3ccc(-c4ccccc4)cc3)O[C@H]2CO)c1	-0.8
Cc1noc(C)c1NC(=O)N(C)C[C@H]1Oc2ccc(NC(=O)Cc3ccccc3)cc2CC(=O)N([C@@H](C)CO)C[C@@H]1C	-19
O=C(Nc1cc(F)ccc1F)N[C@@H]1CC[C@@H](CC(=O)N2CCc3ccccc3C2)O[C@@H]1CO	1.9
COCC(=O)N1CC2(C1)CN(C(=O)COC)[C@@H](CO)c1c2c2ccc(OC)cc2n1C	0.1
C[C@@H]1CN([C@@H](C)CO)C(=O)c2cc(NC(=O)Cn3cnnn3)ccc2O[C@H]1CN(C)Cc1ccc(-c2ccccc2)cc1	-0.8
C/C=C/c1ccc([C@@H]2[C@H](CO)N(C(=O)CC)[C@H]2CNC(=O)CC)cc1	0.1

# 4 entries drawn at random from those above, as already listed:
Molecule	TcdB inh
Cn1cnc(S(=O)(=O)N[C@@H]2C=C[C@H](CC(=O)Nc3ccc(-c4ccccc4)cc3)O[C@H]2CO)c1	-0.8
CCC(=O)N1[C@H](CN(C)C(C)=O)[C@H](c2ccc(C3=CCCCC3)cc2)[C@@H]1CO	-0.1
CCNC(=O)C[C@H]1C=C[C@H](NC(=O)C2CC2)[C@H](CO)O1	-1.3
O=C(Nc1cc(F)ccc1F)N[C@@H]1CC[C@@H](CC(=O)N2CCc3ccccc3C2)O[C@@H]1CO	1.9

# Going on with the list:
Molecule	TcdB inh
O=C(NC1CCC1)[C@@H]1[C@@H](CO)[C@@H]2Cn3c(ccc(-c4cncnc4)c3=O)[C@H]1N2CCc1ccccc1	0.5
CN(C)CC(=O)Nc1ccc2c(c1)[C@@H]1C[C@H](CC(=O)NCc3ccccn3)O[C@H](CO)[C@@H]1O2	-0.2
COCC(=O)N1[C@H](C#N)[C@@H](c2ccccc2-c2ccccc2)[C@@H]1CO	-0.7
CCc1cnc(N2[C@H](CO)[C@H](c3ccc(C#CC(C)C)cc3)[C@@H]2C#N)s1	-3.5
CC(C)(C)[S@](=O)N1Cc2cc(C(=O)NCc3ccccn3)nc(-c3cccc(-c4ccccc4F)c3)c2[C@@H]1CCO	0.3
CC(C)C#Cc1ccc2c(c1)O[C@H](CN(C)C(=O)Nc1ccccc1)[C@H](C)CN([C@@H](C)CO)S2(=O)=O	1.1
COc1ccccc1NC(=O)N[C@H]1CC[C@@H](CCn2cc(C3(O)CCCC3)nn2)O[C@@H]1CO	-0.7

# This is a subset (hit frequency here may not be typical).
